Rin1 Abl inh = inhibitors of human Rin1-Abl protein interaction. 360,000 compounds, 0.4% hits. AID 588664. TR-FRET Rin1/Abl binding, biochemical. inhibition, % at 7.35 µM. P00519+Q13671; in the data active means inhibition above about 5%, passing the limit was not always enough
CSN inh = inhibitors of human CSN-mediated cullin deneddylation; Q92905; Purified CSN, SCF-Nedd8-OG deneddylation, fluorescence polarization; inhibition, % at 12.5 µM; 360,000 compounds, 0.38% hits;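 active means pattern-corrected inhibition above about 35%, with an unprinted fluorescence ratio check between 0.5 and 1.5, limit read from the data, passing the limit was not always enough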;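 further: 0% = enzyme with substrate and 100% = substrate without enzyme; some results filed as inactive read as strong as hits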
Target sequence (Q92905 whole entry, looked up, one chain of several): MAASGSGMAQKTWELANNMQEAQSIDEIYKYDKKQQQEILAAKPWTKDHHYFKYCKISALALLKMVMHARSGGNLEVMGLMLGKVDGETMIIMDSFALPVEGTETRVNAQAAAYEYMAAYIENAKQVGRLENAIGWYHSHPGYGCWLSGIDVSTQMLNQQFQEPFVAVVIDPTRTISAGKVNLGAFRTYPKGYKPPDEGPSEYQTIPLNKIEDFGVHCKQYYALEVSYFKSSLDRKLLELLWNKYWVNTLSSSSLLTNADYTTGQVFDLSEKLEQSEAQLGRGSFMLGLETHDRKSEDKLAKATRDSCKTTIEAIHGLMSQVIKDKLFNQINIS
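Test system: Human Csn5 produced in HEK293T cells | Compound: 12.5 µM single point | Times: 90 min, room temperature | Signal: Fluorescence polarization readout | Read-out basis: % inhibition of substrate cleavage by Csn5 | Controls: no-enzyme wells high, enzyme-with-substrate wells low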
NadD block = inhibitors of Staphylococcus aureus NadD; 360,000 compounds, 0.78% hits; purified NadD enzyme, colorimetric absorbance read-out; inhibition, % at 20 µM; in the data active means inhibition above about 26%; further: some compounds past the cut are filed as inactive
DNMT1 inh = DNMT1 (human) enzyme inhibition; 360,000 compounds, 0.83% hits; inhibition (reported as % activation of signal), % at 10 µM; DNMT1 molecular beacon, Hinp1I cleavage, fluorescence; P26358; AID 588458; in the data active means inhibition above about 50%
Neddyl block = blocks human cullin neddylation; P61081+Q13564; TR-FRET cullin neddylation, biochemical; calls only at 25 µM; 360,000 compounds, 0.58% hits; AID 651699; in the data active means inhibition above about 36%
SUMO1 PPI mod = SUMO1-SIM interaction modulation. inhibition, % at 20 µM. 360,000 compounds, 0.33% hits. SUMO1 binding to a labelled peptide, TR-FRET, 1 h. P63165; in the data active means inhibition above about 37%
STEP inh = STEP (human) phosphatase inhibition | inhibition, % at 20 µM | 360,000 compounds, 0.25% hits | recombinant STEP, OMFP fluorogenic substrate, fluorescence;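 active means inhibition at 20 µM, scaled per plate between control wells, above about 37%, limit read from the data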;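 further: 0% = DMSO with enzyme and substrate and 100% = substrate only without enzyme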
Target sequence (P54829 whole entry, looked up): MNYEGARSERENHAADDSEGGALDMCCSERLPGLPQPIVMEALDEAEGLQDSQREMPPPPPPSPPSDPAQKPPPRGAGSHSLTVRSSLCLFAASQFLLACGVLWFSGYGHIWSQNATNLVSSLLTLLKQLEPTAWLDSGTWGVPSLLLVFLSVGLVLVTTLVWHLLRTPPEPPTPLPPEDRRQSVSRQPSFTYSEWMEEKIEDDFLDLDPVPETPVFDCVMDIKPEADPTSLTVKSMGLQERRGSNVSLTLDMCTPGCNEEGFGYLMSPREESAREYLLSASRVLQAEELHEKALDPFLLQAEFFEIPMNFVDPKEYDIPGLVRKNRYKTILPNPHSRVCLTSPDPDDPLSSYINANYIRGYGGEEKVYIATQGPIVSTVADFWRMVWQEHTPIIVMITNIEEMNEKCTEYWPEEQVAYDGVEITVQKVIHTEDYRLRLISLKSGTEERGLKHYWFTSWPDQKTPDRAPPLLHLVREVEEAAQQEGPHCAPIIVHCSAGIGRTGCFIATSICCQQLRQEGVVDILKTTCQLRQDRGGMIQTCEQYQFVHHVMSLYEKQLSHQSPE
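Material: STEP (striatal-enriched tyrosine phosphatase) enzyme, cell-free | Medium: 50 mM Bis-Tris pH 6.0 with 2.5 mM DTT and 0.005% Tween 20 | Read-out: Percent inhibition scaled to no-enzyme and uninhibited-enzyme controls, plate-pattern corrected | Signal: Fluorescence read at 480 nm ex / 540 nm em | Times: 20 min reaction, room temperature, in the dark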
LMPTP block = blocks human LMPTP phosphatase. inhibition, % at 20 µM. recombinant LMPTP-A, OMFP fluorogenic substrate, fluorescence intensity. 360,000 compounds, 0.22% hits. AID 651560. P24666;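 active means compounds that cut the enzyme signal by at least half of the control window in the single-dose screen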;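 further: plate controls were DMSO wells with enzyme plus substrate for no effect and substrate without enzyme for full effect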
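Assay system: LMPTP-A, protein tyrosine phosphatase of low molecular weight / Medium: pH 6.0 Bis-Tris buffer with DTT and Triton X-100 / Schedule: 50 min enzyme reaction at room temperature, protected from light / Measured by: endpoint fluorescence intensity from OMFP dephosphorylation / Read-out basis: % inhibition relative to no-enzyme and uninhibited control wells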
Rpn11 inh = Rpn11 (human) deubiquitinase inhibition. human 26S proteasome, Ub4-pepOG fluorescence polarization; 20S core pre-blocked with epoxomicin. calls only at 20 µM. 360,000 compounds, 0.59% hits. AID 588493;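 active means inhibition at 20 µM, scaled to each plate's controls, above about 33%, limit read from the data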
Scp-1 inhibitor = Scp-1 (human) phosphatase inhibition; inhibition, % at 20 µM; Q9GZU7; Recombinant Scp1, phosphopeptide, malachite green phosphate absorbance; 340,000 compounds, 0.88% hits;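 active means inhibition above about 50% at 20 µM, limit read from the data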;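 further: plate controls were DMSO wells with enzyme for no effect and wells lacking enzyme for full effect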
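Test system: SCP-1 phosphatase catalytic domain, residues 76-261 | Compound dosing: One concentration, 20 µM, with 1.0% DMSO | Schedule: 45 min room-temperature reaction, 5 min colour, 30 min stabiliser | Detection: Absorbance at 630 nm | Read-out basis: % inhibition of SCP-1 phosphate liberation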
Numbers without * were called inactive; i = inactive; . = no result given.

SMILES	Rin1 Abl inh	CSN inh	NadD block	DNMT1 inh	Neddyl block	SUMO1 PPI mod	STEP inh	LMPTP block	Rpn11 inh	Scp-1 inhibitor
NC(=O)CC(c1ccccc1)c1ccc2c(c1)OCO2 (configuration not stated)	-2	2	-4	1	i	20	3	-0.6	i	-5
CC(C)(C)NC(=O)c1ccc2c(c1)C(=O)N(C1CCCCC1)C2=O	-1	-1	-3	0	i	-17	2	0.2	i	-11
COC(=O)c1ccc2nc(-c3ccc(OC)c(OC)c3)c(Cc3ccccc3OC)n2c1	3	4	0	-16	.	3	-1	0.9	i	.
Oc1[nH]c2ccccc2c1N=Nc1ccc(F)cc1	-2	-92	-3	63*	i	-9	-9	1.1	.	-7
O=C(/C=C/c1ccco1)N1CCN(S(=O)(=O)/C=C/c2ccccc2)CC1	-3	0	10	-1	i	-8	2	2.2	i	2
COc1ccc(OC)c(NC(=O)C2(C)CCN2C(=O)CC2CC2)c1 (configuration not stated)	1	-2	-5	0	i	-2	-2	-1.8	i	.
CCc1nnc(NC(=O)c2ccc(S(=O)(=O)N3CCOCC3)cc2)s1	3	5	4	3	i	5	0	-1.8	i	-8
COc1ccc(C(=O)O)nc1C	-1	-2	-2	5	i	2	-1	-1.5	i	-4
Cc1ccccc1S(=O)(=O)N1[C@@H](c2ccccc2)C(C(=O)O)=CC[C@H]1c1ccc(Cl)cc1	2	5	5	0	i	13	1	0.7	i	1
Cc1ccccc1NC(=O)c1ccccc1NC(=O)c1cccs1	0	2	-2	-3	i	-7	1	1.5	i	-3
COc1ccccc1C(=O)Nc1nc(-c2ccc3c(c2)OCCO3)cs1	-3	16	3	-18	i	5	1	2.2	i	-3
CCCNC(=O)NS(=O)(=O)c1cnccc1Sc1ccc(Cl)c(Cl)c1	-1	5	3	3	i	3	6	-0.7	i	-4
S=C(NCCN(C1CCCCC1)C1CCCC1)Nc1cccc(Cl)c1	1	-2	0	-1	i	-3	14	0.2	i	-6
COc1cc(C(=S)N2CCCC2)ccc1OCc1ccccc1	3	-5	-4	1	i	0	1	-0.2	i	-3
COc1cc2c(cc1OC)C(C)N(C(=O)c1cc(Cl)nc(Cl)c1)CC2 (configuration not stated)	0	-7	-2	2	i	9	-2	1.0	i	8
CC(=O)N1c2ccc(S(=O)(=O)NCc3ccccc3Cl)cc2CC1C (configuration not stated)	-4	7	3	1	i	1	1	-1.7	i	-3
CCOC(=O)C(C)(C)Sc1nc2c(cnn2-c2ccc(C)cc2)c(=O)[nH]1	1	1	7	5	i	2	-2	-0.9	i	-7
Cc1ccc(/C=N/N2CCN(C3c4ccccc4-c4ccccc43)CC2)o1	0	-1	-4	0	i	-5	2	3.1	i	5
COc1cc(C(=O)NC2CCCc3ccccc32)cc(OC)c1C (configuration not stated)	-1	-1	-2	5	i	-3	4	2.0	i	-6
CCOC(=O)c1c(N)n[nH]c1-c1ccccc1	4	4	-1	0	i	2	0	-1.9	i	3
Cc1nccn1CCC(=O)O	-1	-4	3	1	i	-2	2	0.6	i	-2
O=[N+]([O-])/C(C(Cl)=C(Cl)Cl)=C(/Sc1ccccc1)N1CCCCC1	0	-2	-9	5	i	0	4	0.1	i	-4
O=[N+]([O-])c1ccc(C=NN2CCNC2=S)o1	-1	3	-1	12	i	-35	5	-0.2	i	.
Cc1ccc2nc3c(cc2c1)c(NS(=O)(=O)c1ccccc1)nn3CC(C)C	-3	1	4	0	i	-2	9	-2.2	i	6

Records listed so far marked active in DNMT1 inh.
SMILES	Rin1 Abl inh	CSN inh	NadD block	DNMT1 inh	Neddyl block	SUMO1 PPI mod	STEP inh	LMPTP block	Rpn11 inh	Scp-1 inhibitor
Oc1[nH]c2ccccc2c1N=Nc1ccc(F)cc1	-2	-92	-3	63*	i	-9	-9	1.1	.	-7

More results.
SMILES	Rin1 Abl inh	CSN inh	NadD block	DNMT1 inh	Neddyl block	SUMO1 PPI mod	STEP inh	LMPTP block	Rpn11 inh	Scp-1 inhibitor
Cc1cc(C)nc(N/N=C/c2ccccc2OCc2ccc(Br)cc2)n1	-2	0	-1	-1	i	3	-1	-0.7	i	-9
Cc1cc(NC(=O)CSc2nc(-c3ccccc3)c(C#N)c(=O)[nH]2)no1	-24	5	-1	0	i	6	4	0.4	i	-2
O=C1CS/C(=C/C(=O)c2ccccc2)N1	1	1	-3	-2	i	-2	1	-0.4	i	-5
Cc1[nH]c(C)c2c(=O)n(-c3ccccc3)ncc12	-1	3	3	-2	i	-2	1	-2.1	i	-4
C=CCN(CC=C)CCOc1ccc2ccccc2c1	6	-4	-6	5	i	4	2	-2.4	i	-8
C=CCOC(=O)C1=C(C)Nc2[nH]c(=O)[nH]c(=O)c2C1c1ccccc1 (configuration not stated)	0	0	-4	-4	i	1	-1	-2.1	i	-1
C/C(CC(=O)Nc1ccccn1)=N\NC(=O)c1cnccn1	-1	0	-2	-1	i	0	1	-2.4	i	-8
O=[N+]([O-])c1ccccc1CNCCCCCO	-1	-1	-1	1	i	-4	-2	-0.9	i	-11
Cc1nc(C(=O)Nc2ccccc2Cl)cc2c1[nH]c1ccccc12	-34	7	15	50*	i	-1	0	-0.8	i	3
CCS(=O)(=O)Nc1ccc(NC(C)=O)cc1	3	2	0	0	i	6	1	-0.5	i	-3
CCN(CC)C(=O)CSc1nc2ccccc2c(=O)n1-c1cccc(OC)c1	-4	-1	-1	-2	i	5	-1	-0.8	i	-2
O=C(OCc1nc2ccsc2c(=O)[nH]1)c1ccco1	2	1	-5	2	i	3	-5	-0.1	i	1
O=C(NCc1ccco1)c1cc2n(n1)C(C(F)(F)F)CC(c1ccc(Cl)c(Cl)c1)N2 (configuration not stated)	2	-1	-2	-13	i	1	1	1.7	i	-4
CCOC(=O)Cc1nnc(Nc2ccc(C(=O)NC)cc2)c2ccccc12	-1	0	-1	4	i	-6	-3	0.6	i	-4
COc1ccc(CC(=O)OCC(=O)Nc2ccc3c(c2)OCCO3)cc1OC	0	0	-7	11	i	1	-4	-1.8	i	-8
Cc1ccccc1OCC(=O)Nc1ccc(N2CCOCC2)cc1N1CCOCC1	1	-1	0	-6	i	2	2	0.3	i	-5
O=C(O)c1ccc(N2C(=O)CC(N3CCN(c4cccc(C(F)(F)F)c4)CC3)C2=O)cc1 (configuration not stated)	1	3	5	-2	i	1	-2	-1.1	i	0
O=C(COC(=O)c1ccc(Cl)cc1[N+](=O)[O-])NCc1ccco1	4	1	-6	3	i	-18	-2	-1.0	i	5
Cn1c(-c2ccc(Cl)cc2)cnc1NCc1cc2c(cc1[N+](=O)[O-])OCO2	-1	-1	4	0	i	-15	1	-0.2	i	-8
CC(C)(C)C1CCC(C(=O)Nc2cccnc2)CC1 (configuration not stated)	2	-5	-4	-2	i	3	-6	-0.5	i	-4
CCOC(=O)N1CCC(NC(=O)C2CCN(c3ccc(N4CCOCC4)nn3)CC2)CC1	0	-2	2	-3	.	-10	-5	-1.7	i	-3
CC1=C(C(=O)OC2CCCC2)C(c2coc3ccc(C)cc3c2=O)C2=C(CCCC2=O)N1 (configuration not stated)	-2	1	9	-2	i	-6	1	2.0	i	-19
O=C(O)CCc1ccc(-c2ccc(F)cc2)n1Cc1ccco1	0	1	0	11	i	1	-3	-0.8	i	-5
COc1ccc(NC(=O)c2ccc(CN3CCc4ccccc4C3)cc2)c(OC)c1	-2	1	-10	-5	i	9	-2	-2.6	i	-2

One compound at a time, as listed above. Order of values: Rin1 Abl inh, CSN inh, NadD block, DNMT1 inh, Neddyl block, SUMO1 PPI mod, STEP inh, LMPTP block, Rpn11 inh, Scp-1 inhibitor
O=C(O)CCc1ccc(-c2ccc(F)cc2)n1Cc1ccco1 across the screens: 0, 1, 0, 11, i, 1, -3, -0.8, i, -5
Cc1ccccc1OCC(=O)Nc1ccc(N2CCOCC2)cc1N1CCOCC1 across the screens: 1, -1, 0, -6, i, 2, 2, 0.3, i, -5
CCOC(=O)N1CCC(NC(=O)C2CCN(c3ccc(N4CCOCC4)nn3)CC2)CC1 across the screens: 0, -2, 2, -3, ., -10, -5, -1.7, i, -3
O=C(COC(=O)c1ccc(Cl)cc1[N+](=O)[O-])NCc1ccco1 across the screens: 4, 1, -6, 3, i, -18, -2, -1.0, i, 5
COc1ccc(CC(=O)OCC(=O)Nc2ccc3c(c2)OCCO3)cc1OC across the screens: 0, 0, -7, 11, i, 1, -4, -1.8, i, -8

New compounds follow:
SMILES	Rin1 Abl inh	CSN inh	NadD block	DNMT1 inh	Neddyl block	SUMO1 PPI mod	STEP inh	LMPTP block	Rpn11 inh	Scp-1 inhibitor
CCCc1cc(=O)[nH]c(SCC(=O)Nc2ccc(C(=O)Nc3ccccc3OC)cc2)n1	1	1	7	0	i	4	1	-0.6	i	-3
Cc1cc(=O)oc2c3c(cc(OCC(=O)NCc4ccco4)c12)OC(C)(C)CC3	2	1	-1	0	.	2	-3	-0.6	i	10
CCCCOC(=O)c1ccc(Nc2ccc([N+](=O)[O-])cn2)cc1	-1	3	-6	12	i	0	3	-1.9	i	-8
COc1ccc(C(=O)NC(=S)Nc2ccc(Cl)cn2)cc1OC	-1	-6	-6	-2	i	1	4	0.4	i	-8
CCN(CC)S(=O)(=O)c1c(Br)cc(C)cc1Br	0	0	-3	4	i	2	1	0.7	i	0
Cc1ccc(C)c(NC(=O)COC(=O)c2cccc(S(=O)(=O)N3CCCC3)c2)c1	-4	-4	2	0	i	-1	-2	1.9	i	.
COCCNC(=O)c1onc(CSc2cccc(OC)c2)c1C(=O)NCCOC	0	-1	0	1	i	8	-4	-0.1	i	-8
